High-throughput results (PubChem)
GSH bead fluor – compound fluorescence on glutathione beads, profiling panel, artefact control, biophysical, 488/530 nm, flow cytometry; fluorescence (KMESF) at 10 µM; GSH beads flow cytometry, compound fluorescence 488/530 nm; hits give high values; hit rate 0.25% among 190,000; in the data active means fluorescence above about 89;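 further: glutathione beads carrying GST-tagged Bcl family fusion proteins plus one bare bead set; values are compound well signal with DMSO vehicle wells as background; inactives centre near 16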
Rab7 wt GTP bind – modulators of GTP binding to Rab7, primary screen, biochemical, wildtype, multiplex bead flow cytometry; GST-Rab7 beads, fluorescent GTP binding; actives lie on both sides; untreated = 100%, excess cold GTP = 0%; GTP binding activity (percent of control), % at 10 µM; hit rate 0.055% among 190,000;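 active means fluorescent GTP binding to Rab7 beads changed by at least 20 points from the 100% baseline, either direction, mostly lower; inconclusive means compound itself probably fluorescent, or too few beads counted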;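 further: median green fluorescence of bound Bodipy-FL-GTP per Rab7 bead population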
Mcl1-Noxa inh – Mcl-1/Noxa binding inhibitors, primary screen, biochemical, TR-FRET, 1536-well | inhibition, % at 21.7 µM | TR-FRET Mcl-1/Noxa peptide binding, 2 h | hit rate 1.5% among 220,000 | AID 1022, 2008 | Induced myeloid leukemia cell differentiation protein Mcl-1 (Homo sapiens), Q07820;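 active means compounds that cut the protein-peptide binding signal by more than 50% relative to plate controls in a single-dose test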;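 further: His-tagged Mcl-1 with rhodamine Noxa BH3 peptide and terbium anti-His antibody; 0% = Mcl-1 plus Noxa peptide wells and 100% = peptide-only wells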
Target sequence (Q07820 whole entry, looked up): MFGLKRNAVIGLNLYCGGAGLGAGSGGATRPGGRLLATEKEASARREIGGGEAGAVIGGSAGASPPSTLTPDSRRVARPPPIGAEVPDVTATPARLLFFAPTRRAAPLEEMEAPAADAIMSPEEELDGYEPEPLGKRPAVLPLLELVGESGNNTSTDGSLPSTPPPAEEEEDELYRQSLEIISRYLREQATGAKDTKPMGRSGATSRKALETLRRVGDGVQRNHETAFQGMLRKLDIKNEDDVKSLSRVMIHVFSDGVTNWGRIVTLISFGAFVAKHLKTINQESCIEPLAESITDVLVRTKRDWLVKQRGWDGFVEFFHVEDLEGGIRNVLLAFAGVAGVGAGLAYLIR
HRas wt GTP – modulators of GTP binding to HRas wildtype, primary screen, biochemical, bead-based flow cytometry, multiplex | AID 759, 2007 | GST-Ras wt beads, Bodipy-FL-GTP binding; actives lie on both sides | hit rate 0.14% among 190,000 | GTP binding activity, % at 10 µM | GTPase HRas (Homo sapiens), P01112;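 active means GTP binding activity at least 20% away from the 100% baseline, either lowered as inhibitor or raised as activator; inconclusive means flagged as likely green fluorescent, judged across all proteins in the well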;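 further: 0% = unlabeled GTP competition control and 100% = no-compound control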
Target sequence (P01112 whole entry, looked up): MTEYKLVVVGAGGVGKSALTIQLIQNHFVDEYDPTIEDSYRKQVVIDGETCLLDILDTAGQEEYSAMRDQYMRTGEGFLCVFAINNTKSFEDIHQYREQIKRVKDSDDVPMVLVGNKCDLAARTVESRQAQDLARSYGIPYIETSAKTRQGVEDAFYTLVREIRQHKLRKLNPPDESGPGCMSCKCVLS
Rab2 wt GTP – modulators of GTP binding to Rab2A wildtype, primary screen, biochemical, dog, bead-based flow cytometry, multiplex | GST-Rab2 wt beads, Bodipy-GTP binding | AID 760, 2007 | Ras-related protein Rab-2A (Canis lupus familiaris), P61105 | GTP binding activity, % at 10 µM | hit rate 0.19% among 190,000;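 active means GTP binding activity at least 20 points away from 100%, either lowered or raised; inconclusive means signal likely due to the compound's own green fluorescence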;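 further: 0% = beads with excess unlabeled GTP and 100% = no-compound control corrected for plate trend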
Rac1 wt modul – wildtype Rac1 GTP binding modulators, primary screen, biochemical, GST-Rac1 beads, flow cytometry, multiplex | Ras-related C3 botulinum toxin substrate 1 (Homo sapiens), P63000 | fluorescent GTP binding; actives lie on both sides; 0 = cold GTP competed, 100 = untreated | GTP binding activity (% of control), % at 10 µM | hit rate 0.27% among 190,000;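 active means GTP binding activity at least 20 points away from the 100% control level, either lower or higher; inconclusive means compound flagged as likely green fluorescent, judged across all proteins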
Cdc42 wt – modulators of GTP binding to wildtype Cdc42, primary screen, biochemical, multiplex bead flow cytometry, Bodipy-GTP | GST-Cdc42 beads; actives lie on both sides | hit rate 0.2% among 190,000 | percent activity (GTP binding), % at 10 µM | AID 761, 2007 | Cell division control protein 42 homolog (Homo sapiens), P60953;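 active means percent activity GTP binding at least 20 points away from the 100% baseline, either down as inhibitor or up as activator; inconclusive means compound flagged as likely green fluorescent from well-wide comparison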;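 further: median bead fluorescence of bound Bodipy-FL-GTP at 100 nM; 0% = excess unlabeled GTP control and 100% = no compound control; below 100% means less GTP binding so inhibitor and above means activator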
Target sequence (P60953 whole entry, looked up): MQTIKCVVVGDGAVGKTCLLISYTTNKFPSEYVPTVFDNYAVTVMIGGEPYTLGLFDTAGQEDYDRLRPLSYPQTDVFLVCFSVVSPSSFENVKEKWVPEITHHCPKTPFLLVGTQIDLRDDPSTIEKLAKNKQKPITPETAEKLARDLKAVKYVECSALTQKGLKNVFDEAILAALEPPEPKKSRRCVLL
Avidin bead fluor – green autofluorescence of compounds with avidin beads – biophysical, 488/530 nm, flow cytometry, artefact control, profiling panel; compound fluorescence 488/530 nm; hits give high values; fluorescence (KMESF) at 10 µM; hit rate 0.38% among 220,000; AID 1775, 2009; in the data active means fluorescence above about 47; further: inactives centre near 10
Pf gamet viab – late stage P. falciparum gametocyte viability inhibitors, primary screen, ATP luminescence, HTS; P. falciparum stage V gametocytes, 24 h; inhibition, % at 10.9 µM; hit rate 0.065% among 150,000;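 active means inhibition above the mean plus 3 SD of compounds within the control limits, set per campaign, cut at about 38% in these data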;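 further: 0% = DMSO wells and 100% = medium only without gametocytes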
Mcl1 Bid PPI – Mcl-1/Bid binding inhibitors, primary screen, biochemical, TR-FRET, 1536-well | Induced myeloid leukemia cell differentiation protein Mcl-1 (Homo sapiens), Q07820 | TR-FRET Mcl-1/Bid-Dy647 peptide binding | inhibition, % at 21.7 µM | hit rate 0.97% among 220,000 | AID 1021, 2008;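 active means compounds that cut the binding signal by more than half at the single screening dose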;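 further: His-tagged Mcl-1 with europium anti-His antibody binding Bid BH3 peptide; 0% = Mcl-1 plus peptide wells and 100% = peptide-only wells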
Rac1 mut GTP – GTP binding modulators of activated mutant Rac1, primary screen, biochemical, bead-based flow cytometry, multiplex, fluorescent GTP; GST-Rac1 activated beads; actives lie on both sides; 100% means binding = to untreated wells; Ras-related C3 botulinum toxin substrate 1 (Homo sapiens), P63000; hit rate 0.11% among 190,000; percent activity (GTP binding), % at 10 µM;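 active means GTP binding at least 20 percentage points away from the 100% baseline, in either direction, so actives lie on both sides; inconclusive means Compound likely fluorescent itself, or too few beads counted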
* = called active by the depositor; ? = inconclusive; nt = no result given; & = joins results of further samples; ! = not active in a repeat.

SMILES | GSH bead fluor | Rab7 wt GTP bind | Mcl1-Noxa inh | HRas wt GTP | Rab2 wt GTP | Rac1 wt modul | Cdc42 wt | Avidin bead fluor | Pf gamet viab | Mcl1 Bid PPI | Rac1 mut GTP
O=C(c1cccn(Cc2cccc(Cl)c2)c1=O)N1CCOCC1 | 15 | 98 | 6 | 99 | 99 | 103 | 100 | 20 | 9 | 3 | 99
COc1ccc(N2CCN(C(CNC(=O)C(=O)NCCC3=CCCCC3)c3ccco3)CC2)cc1 (stereo not given) | 4 | 99 | 13 | 101 | 99 | 104 | 101 | 11 | nt | -45 | 101
CCN(CC)C(=O)CSc1nc(N)c(-c2ccccc2)c(=O)[nH]1 | 17 | 102 | -12 | 97 | 97 | 99 | 96 | 11 | nt | -15 | 95
COc1cccc(OCC(O)CN2CCC(C)CC2)c1 (stereo not given) | 9 | 98 | -1 | 97 | 101 | 93 | 96 | 12 | -7 | -1 | 98
O=[N+]([O-])c1ccccc1Oc1ccc(Cl)c2cccnc12 | 15 | 89 | 17 | 96 | 97 | 97 | 98 | 5 | -14 | -2 | 97
O=S(=O)(Nc1ncccn1)c1ccc(NC(=S)NCc2ccco2)cc1 | 12 | 103 | 2 | 97 | 96 | 101 | 95 | 18 | -7 | -19 | 95
COC(=O)c1[nH]c2ccc(C)cc2c1NC(=O)CCN1CCN(Cc2ccc3c(c2)OCO3)CC1 | nt | 101 | -25 | 99 | 100 | 99 | 100 | 12 | -11 | -19 | 98
COc1ccc(CC(=O)NC(C)C2COc3ccccc3O2)cc1OC (stereo not given) | 8 | 105 | 10 | 101 | 100 | 97 | 100 | 9 | nt | -11 | 98
COc1ccc(-c2cc(C(=O)O)[nH]n2)cc1OC | 28 | 97 | 23 | 101 | 100 | 99 | 103 | 36 | nt | -5 | 98
Cn1nc(-c2ccccc2F)c2cc(C(=O)Nc3ccc4c(c3)OCCO4)sc21 | 4 | 104 | 19 | 101 | 101 | 99 | 99 | 18 | nt | 10 | 95
COc1ccc(S(=O)(=O)N2CCN(CC(=O)Nc3cc(OC)cc(OC)c3)CC2)cc1 | 21 | 106 | 8 | 108 | 106 | 110 | 109 | 38 | 10 | 4 | 104
COc1ccc(C(=O)C2CCCN(C(=O)C3=CCCC3)C2)cc1OC (stereo not given) | 11 | 95 | 12 | 97 | 96 | 104 | 99 | 14 | -18 | 2 | 98
CCc1oc2ccccc2c1C(=O)c1cc(Br)c(O)c(Br)c1 | 21 | 94 | 33&33 | 98 | 97 | 99 | 95 | 10&7 | nt | 52*! | 99
O=[N+]([O-])c1ccc(OCCCCN2CCCCC2)cc1 | 20 | 101 | -20 | 101 | 99 | 105 | 102 | 9 | 18 | 1 | 100
Cc1cc(C)c(NC(=S)NCC2CCN(C(C)c3ccccc3)C2)c(C)c1 (stereo not given) | 10 | 103 | 19 | 98 | 99 | 98 | 97 | 7 | -37 | -26 | 97
CCn1ccnc1CNC(=O)c1cc(COc2ccc(F)cc2F)on1 | 13 | 105 | 4 | 100 | 101 | 99 | 98 | 1 | 7 | -17 | 95
CCOc1c(O)ccc(C2NC(=O)NC(C)=C2C(=O)OC)c1[N+](=O)[O-] (stereo not given) | 11 | 99 | 32 | 95 | 97 | 97 | 93 | 20 | 19 | -17 | 95
COC(=O)c1sc(NC(=S)NC(=O)c2cccc(C)c2)nc1C | 5 | 96 | 6 | 96 | 94 | 97 | 95 | 4 | nt | 11 | 97
Cc1ccc(C(=O)COC(=O)CNC(=O)c2cccs2)cc1C | 14 | 94 | 15 | 95 | 94 | 99 | 94 | 7 | 3 | 12 | 98
Cn1cc(CN2CCN(Cc3ccc4c(c3)OCO4)CC2)c(-c2ccccc2F)n1 | 10 | 98 | 1 | 95 | 95 | 99 | 97 | 9 | 12 | -40 | 96
C/C(=N\NC(=O)C(N)=O)c1ccc(O)cc1O | 15 | 101 | -5 | 96 | 96 | 94 | 94 | 10 | -10 | -30 | 94
Cc1ccc(Cl)cc1N1CCN(C(=O)CSc2ccsc2[N+](=O)[O-])CC1 | 18 | 98 | 55* | 96 | 97 | 96 | 97 | 11 | -9 | -16 | 97
COc1ccc(Cl)cc1NC(=O)CN(C)C(C)C(=O)NCC1CCCCC1 (stereo not given) | 26 | 102 | -5 | 98 | 102 | 104 | 102 | 36 | -13 | 0 | 99
Cc1ccc(-n2c(SCC(=O)NNC(=S)Nc3ccccc3)nc3ccccc3c2=O)cc1 | 16 | 95 | -65 | 100 | 99 | 102 | 98 | 6 | -8 | -110 | 99
COc1ccccc1CNC(=O)C(=O)NCC1OCCN1C(=O)c1cccs1 (stereo not given) | 15 | 102 | 8 | 102 | 100 | 104 | 101 | 17 | 7 | -37 | 100
Cc1nc(CN2CCCCC2)cc(=O)[nH]1 | 17 | 101 | 24 | 99 | 96 | 101 | 96 | 10 | 2 | 7 | 100
CN(C)CCN1C(=O)c2oc3ccc(Cl)cc3c(=O)c2C1c1cccc(Br)c1 (stereo not given) | 11 | 102 | 8 | 103 | 105 | 111 | 104 | 9 | 0 | -7 | 103
COc1cc(C)ccc1OCCOc1c(C)cccc1Cl | 42 | 102 | -8 | 100 | 96 | 97 | 93 | 20 | 0 | -19 | 92
Cc1ccc(-c2nnc(N)s2)cc1 | 25 | 95 | 23 | 100 | 96 | 102 | 99 | 5 | nt | -13 | 100
O=C(Nc1ccc(F)cc1)c1ccccc1 | 6 | 92 | -15 | 96 | 97 | 106 | 98 | 10 | 9 | -35 | 98
O=C(NC1CCCC1)c1nc2c(nnn2Cc2cccc(Cl)c2)c(=O)[nH]1 | 8 | 100 | 7 | 100 | 97 | 103 | 99 | 7 | -32 | -35 | 97
COc1ccc2[nH]c(C)c(CCN(Cc3cccs3)C(=S)Nc3ccccc3OC)c2c1 | 21 | 102 | -3 | 101 | 102 | 104 | 102 | 8 | nt | -43 | 101
C(=N\c1nc2ccccc2n1CCN1CCCCC1)/c1ccc2c(c1)OCO2 | 24 | 100 | 7 | 98 | 97 | 100 | 99 | 11 | nt | -9 | 97
COc1ccc(-c2cc(-c3ccc(OC)cc3)[nH]n2)cc1 | 27 | 100 | 27 | 98 | 96 | 99 | 100 | 6 | -16 | 13 | 95
CCOC(=O)c1cc2c(=O)n3ccccc3nc2n(CCCOC)c1=NC(=O)c1ccncc1 | 23 | 96 | -7 | 94 | 96 | 95 | 99 | 11 | -11 | -15 | 95
O=C(CCC1CCCCC1)Nc1ccccc1O | 30 | 100 | 6 | 102 | 100 | 102 | 100 | 14 | 0 | -15 | 97
COc1ccc(NS(=O)(=O)c2cccc(C(=O)N/N=C(\C)c3ccc(-n4ccnc4)cc3)c2)cc1 | 12 | 106 | 6 | 104 | 105 | 117 | 106 | 10 | -2 | 25 | 102
O=c1c2cc(NC(=S)NCc3ccccn3)ccc2nc2n1CCCCC2 | 15 | 89 | 20 | 98 | 96 | 97 | 97 | 20 | -17 | -39 | 97
Cc1ccc2[nH]c3c(c2c1)CC/C(=C/c1ccccc1)C3=O | 13 | 101 | 3 | 99 | 100 | 103 | 101 | 194* | nt | 2 | 101
CN(Cc1ccccc1)C(=O)COC(=O)c1cc(-c2ccc(Cl)s2)nc2ccccc12 | 27 | 98 | -24 | 99 | 98 | 98 | 96 | 12 | 4 | -4 | 96
O=C(Nc1cccc2ccccc12)N1CCN(c2ncccn2)CC1 | 13 | 94 | 6 | 94 | 94 | 98 | 96 | 10 | -6 | -28 | 95
O=C(NCCCN1CCCCCC1)C1CC(=O)N(CCc2ccccc2)C1 (stereo not given) | 17 | 95 | 27 | 97 | 95 | 96 | 98 | 24 | nt | -6 | 93
COc1cccc(C2=NOC(C(=O)Nc3cccc(C(C)=O)c3)C2)c1OC (stereo not given) | 33 | 99 | 15 | 99 | 98 | 101 | 100 | 8 | 22 | -7 | 99
CCn1c(CNC(=O)c2ccco2)nnc1SCC(=O)c1ccccc1 | 10 | 103 | -3 | 100 | 99 | 101 | 99 | 14 | 3 | -6 | 98
COc1ccc(C(=O)Nc2ccc(S(=O)(=O)Nc3onc(C)c3C)cc2)cc1OC | 22 | 98 | 19 | 98 | 98 | 98 | 100 | 12 | 11 | -46 | 98
CC(=O)Nc1ccc(NC(=O)COc2ccc3c(c2)CCC3)cc1 | 9 | 95 | 11 | 98 | 96 | 96 | 97 | 4 | -6 | -5 | 94
COc1ccc(CCNC(=O)C(C)c2ccc([N+](=O)[O-])cc2)cc1 (stereo not given) | 14 | 97 | 1 | 95 | 95 | 98 | 94 | 11 | 9 | -7 | 96
O=c1cc(C(Cl)(Cl)Cl)oc2c1ccc1ccccc12 | 30 | 99 | -3 | 101 | 101 | 103 | 99 | 5 | -8 | 5 | 99
O=C(Nc1ccc(F)cc1)Nc1nnc(COc2ccccc2F)s1 | 10 | 102 | 13 | 95 | 95 | 90 | 91 | 9 | 20 | -13 | 92
C/C(=N\Nc1ccc([N+](=O)[O-])cc1)c1ccc2c(c1)OCO2 | 22 | 98 | 19 | 97 | 95 | 97 | 98 | 5 | 3 | -9 | 98
CCCCNC(=O)CNC(=S)N(Cc1cc(OC)c(OC)c(OC)c1)C1CCCC1 | 4 | 97 | 15 | 102 | 99 | 104 | 104 | 4 | -25 | -52 | 101
COc1ccc(C(O)c2nc3ccccc3s2)cc1 (stereo not given) | 22 | 103 | 16 | 100 | 100 | 101 | 101 | 13 | nt | -9 | 98
Nc1nc(CSC(=S)N2CCCCC2)nc(Nc2ccccc2)n1 | 16 | ? | 8 | ? | ? | ? | ? | 25 | 0 | -20 | ?
